Neddyl block: cullin neddylation inhibition | actives 0.58% (n = 360,000) | calls only at 25 µM | TR-FRET cullin neddylation, biochemical; in the data active = inhibition above about 36%
SUMO1-SIM PPI: modulators of human SUMO1-mediated protein-protein interactions. AID 602429. SUMO1 binding to a labelled peptide, TR-FRET, 1 h. actives 0.33% (n = 360,000). P63165. inhibition, % at 20 µM; in the data active = inhibition above about 37%
DNMT1 inh: inhibitors of human DNMT1 | P26358 | AID 588458 | DNMT1 molecular beacon, Hinp1I cleavage, fluorescence | actives 0.83% (n = 360,000) | inhibition (reported as % activation of signal), % at 10 µM; in the data active = inhibition above about 50%
Tb MetRS inh: Trypanosoma brucei MetRS inhibition; purified T. brucei MetRS, ATP depletion, Kinase-Glo luminescence; inhibition, % at 11.9 µM; actives 0.4% (n = 360,000); AID 624268;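 active = inhibition above a per-plate cutoff of the control wells' mean inhibition plus 3 SD, cut at about 5.5% in these data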;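 note: 0% = DMSO wells median and 100% = median of wells with control inhibitor compound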
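assay system = parasite MetRS enzyme | timing = 15 min preincubation, 2 h reaction, all 25 °C | evaluation = percent inhibition relative to median high and low control wells | medium = HEPES buffer containing pyrophosphatase, BSA, spermine, DTT | compound = single dose, 11.9 µM final nominal, 0.9% final DMSO | detection = Kinase-Glo luminescence, ATP depletion format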
Scp1 inh: Scp-1 (human) phosphatase inhibition; Q9GZU7; Recombinant Scp1, phosphopeptide, malachite green phosphate absorbance; inhibition, % at 20 µM; actives 0.88% (n = 340,000); AID 493091;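 active = inhibition above about 50% at 20 µM, limit read from the data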;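 note: plate controls were DMSO wells with enzyme for no effect and wells lacking enzyme for full effect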
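assay system = SCP-1 phosphatase catalytic domain, residues 76-261 | buffer or medium = 50 mM Tris acetate pH 5.5, 0.005% Tween-20, 10 mM MgCl2 | incubation = enzyme reaction 45 min at room temperature, colour 5 min, stabilisation 30 min | signal = Phosphate-binding colour reagent, absorbance read at 630 nm | measure = % inhibition at 20 µM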
STEP block: blocks human striatal-enriched tyrosine phosphatase; P54829; recombinant STEP, OMFP fluorogenic substrate, fluorescence; inhibition, % at 20 µM; actives 0.25% (n = 360,000);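 active = inhibition at 20 µM, scaled per plate between control wells, above about 37%, limit read from the data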;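 note: 0% = DMSO with enzyme and substrate and 100% = substrate only without enzyme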
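Material: STEP (striatal-enriched tyrosine phosphatase) enzyme, cell-free | Medium: 50 mM Bis-Tris pH 6.0 with 2.5 mM DTT and 0.005% Tween 20 | Read-out: Percent inhibition scaled to no-enzyme and uninhibited-enzyme controls, plate-pattern corrected | Signal: Fluorescence read at 480 nm ex / 540 nm em | Times: 20 min reaction, room temperature, in the dark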
LMPTP block: LMPTP (human) inhibition; recombinant LMPTP-A, OMFP fluorogenic substrate, fluorescence intensity; inhibition, % at 20 µM; actives 0.22% (n = 360,000); AID 651560;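 active = compounds that cut the enzyme signal by at least half of the control window in the single-dose screen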;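 note: plate controls were DMSO wells with enzyme plus substrate for no effect and substrate without enzyme for full effect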
Target sequence (P24666 whole entry, looked up): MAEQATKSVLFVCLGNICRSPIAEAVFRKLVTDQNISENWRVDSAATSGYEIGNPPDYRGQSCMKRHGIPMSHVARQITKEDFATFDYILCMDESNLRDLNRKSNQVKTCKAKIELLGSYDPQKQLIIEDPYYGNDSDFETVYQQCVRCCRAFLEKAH
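Material: LMPTP-A; amount: 0.625 nM enzyme; doses: single 20 µM dose; times: reaction 50 min, room temperature, dark; technique: fluorescence intensity of OMFP turnover product; benchmarks: no-enzyme and uninhibited controls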
CendR NRP1 mod: modulators of CendR peptide binding to human neuropilin-1; O14786; FAM-RPARPAR peptide binding to NRP-1, fluorescence polarization; inhibition, % at 25 µM; actives 0.85% (n = 360,000); AID 602438;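 active = inhibition or corrected inhibition above about 18%, plus a signal ratio from 0.5 to 1.5, limit read from the data, passing the limit was not always enough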; note: strong numbers were not always called active
Target sequence (O14786 whole entry, looked up): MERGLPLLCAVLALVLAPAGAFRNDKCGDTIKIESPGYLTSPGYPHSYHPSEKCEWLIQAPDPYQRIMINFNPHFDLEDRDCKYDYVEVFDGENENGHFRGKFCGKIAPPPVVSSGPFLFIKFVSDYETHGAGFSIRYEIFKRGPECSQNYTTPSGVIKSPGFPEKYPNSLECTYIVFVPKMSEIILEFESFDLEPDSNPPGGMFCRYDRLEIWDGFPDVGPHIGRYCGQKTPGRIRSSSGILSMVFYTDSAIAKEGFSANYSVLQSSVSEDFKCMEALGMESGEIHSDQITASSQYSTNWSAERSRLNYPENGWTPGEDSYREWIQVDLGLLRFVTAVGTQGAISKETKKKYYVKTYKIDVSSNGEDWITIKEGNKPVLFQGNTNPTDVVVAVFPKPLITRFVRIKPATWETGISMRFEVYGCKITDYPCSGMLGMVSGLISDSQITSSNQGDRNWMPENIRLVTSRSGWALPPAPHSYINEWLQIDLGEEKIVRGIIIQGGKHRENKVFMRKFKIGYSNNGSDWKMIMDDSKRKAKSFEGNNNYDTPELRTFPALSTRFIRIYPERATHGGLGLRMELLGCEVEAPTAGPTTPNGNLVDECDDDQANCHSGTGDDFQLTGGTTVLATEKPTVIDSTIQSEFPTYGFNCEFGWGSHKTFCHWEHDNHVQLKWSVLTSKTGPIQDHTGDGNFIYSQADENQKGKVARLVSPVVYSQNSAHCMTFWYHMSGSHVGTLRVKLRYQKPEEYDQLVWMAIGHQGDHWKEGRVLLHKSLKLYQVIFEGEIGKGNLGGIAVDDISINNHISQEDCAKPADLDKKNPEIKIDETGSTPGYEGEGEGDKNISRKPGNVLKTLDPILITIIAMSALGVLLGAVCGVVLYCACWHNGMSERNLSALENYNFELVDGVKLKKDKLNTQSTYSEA
NadD inh: inhibitors of Staphylococcus aureus NadD; purified NadD enzyme, colorimetric absorbance read-out; AID 602399; actives 0.78% (n = 360,000); inhibition, % at 20 µM; in the data active = inhibition above about 26%; note: some compounds past the cut are filed as inactive
SKN-1 inh: blocks SKN-1 activity in C. elegans. C. elegans VP596 Pgst-4::GFP/RFP ratio, acrylamide-induced, 24 h. inhibition, % at 21.8 µM. actives 0.49% (n = 360,000);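 active = interference check ratio from 0.5 to 1.5 plus GFP to RFP signal ratio inhibition reaching or exceeding a fixed threshold, cut at about 30% in these data, passing the limit was not always enough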; note: some compounds called inactive have numbers as strong as hits
* marks the source's active call; other numbers are inactive results; i = inactive; . = not tested or not shown.

Neddyl block | SUMO1-SIM PPI | DNMT1 inh | Tb MetRS inh | molecule | Scp1 inh | STEP block | LMPTP block | CendR NRP1 mod | NadD inh | SKN-1 inh
i | -2.3 | -2.0 | -0.1 | Nc1ccnc(Oc2ccc(F)cc2)c1 | -3.7 | -9.9 | -2.1 | 11.9 | 4.9 | 5.8
i | 0.8 | 2.5 | -0.8 | N#Cc1ccccc1NC1=CC(=O)CCC1 | -0.3 | 2.9 | 0.3 | -16.6 | 8.2 | -13.8
i | -4.7 | -1.6 | 0.9 | CCCCC(=O)NS(=O)(=O)c1ccc(N=NN(CC)CC)cc1 | -2.7 | 0.5 | 0.4 | 9.8 | -7.1 | -2.9
i | -0.3 | -0.7 | -0.5 | CC1=NN(C(=O)Cc2ccc(C)cc2)C(O)(c2cccnc2)C1 (centres undefined) | -8.6 | -3.3 | -2.1 | 2.1 | -2.6 | -0.3
i | 3.3 | 0.8 | -0.4 | CC(C)OC(=O)C1C(=O)CC(C)(O)C(C(=O)OC(C)C)C1c1ccccc1 (centres undefined) | -8.4 | -1.6 | -0.4 | -5.9 | -0.5 | 1.4
i | 17.9 | -0.3 | 0.2 | CCC(=O)Nc1ccc2c(c1)C(=O)N(C1CCCCC1)C2=O | -13.9 | -4.0 | 0.0 | -7.6 | -4.7 | 12.5
i | 36.6 | 8.7 | -1.1 | CCc1cc(=O)oc2cc(C)c(CN3CCCCC3)c(O)c12 | -10.8 | 10.3 | -0.3 | -29.9 | 19.7 | 1.8
i | -9.1 | 3.3 | -0.7 | COc1ccc(OCCOC(=O)c2cc(S(=O)(=O)N3CCOCC3)c(Cl)cc2Cl)cc1 | -4.9 | 2.1 | 2.3 | 8.5 | -10.0 | 2.0
i | 0.0 | 1.8 | -0.5 | CCOc1ccc2nc(SCC(=O)NC3CCS(=O)(=O)C3)[nH]c2c1 (centres undefined) | 4.1 | -1.0 | -3.3 | 18.7 | 0.6 | 2.4
i | 5.2 | -1.5 | -0.3 | COc1ccc(-c2ccc([C@H]3[C@H]4C=CC[C@@H](C)[C@@H]4C(=O)N3Cc3ccccc3)c(F)c2)cc1C | -2.3 | 2.4 | 8.5 | 20.0 | 5.0 | -6.7
i | -2.1 | 0.2 | -1.1 | c1ccc(NCn2cncn2)nc1 | 1.0 | -1.0 | 0.1 | 1.9 | 0.8 | -1.5
i | -0.8 | 1.4 | -1.3 | CN(C(=O)c1cccc(NC(=O)Cc2cccc(NC(=O)C3CCN(C(=O)C4CC4)CC3)c2)c1)C1CCC1 | -8.3 | 0.7 | -1.2 | -4.4 | 6.3 | 11.7
i | 2.5 | -4.3 | 0.0 | CN(C)c1ccc(C2C3C(=O)N(c4ccc(C(=O)O)cc4)C(=O)C3ON2c2ccccc2)cc1 (centres undefined) | -7.7 | -0.4 | 0.7 | 2.7 | 5.8 | 5.0
i | 1.2 | 4.5 | 0.1 | Cc1ccc(CN2C(=O)C(CC(C)C)Nc3ncnc(N4CCCCC4)c32)cc1 (centres undefined) | . | 1.5 | 0.8 | 17.6 | -2.4 | 22.0
i | -7.2 | 1.7 | 0.3 | O=c1c2c(n3cnnc3n1-c1ccccc1)-c1ccccc1CC21CCCC1 | 0.9 | -4.4 | -0.7 | -2.6 | -1.8 | 6.4
i | -15.9 | 5.1 | -0.4 | c1ccc2c(c1)CCCN2Cc1nnc2n1CCCCC2 | 0.2 | -0.1 | -0.6 | 23.1* | 5.2 | 6.9
i | -0.1 | -1.7 | -0.6 | O=C(CN1CC(c2ccccc2)CC1=O)OCc1cccc(Br)c1 (centres undefined) | -22.5 | -0.6 | 0.0 | -1.9 | -5.1 | -7.2
i | 5.7 | -0.6 | -0.5 | CCOC(=O)c1ccc(NC(=O)CNC(=O)c2ccco2)cc1 | -7.3 | 1.1 | -1.6 | -7.4 | -0.2 | 5.4
i | 1.8 | 1.2 | -0.3 | Cn1nnnc1SCC(=O)N1CCOCC1 | -10.8 | -2.5 | -0.8 | -1.9 | 1.4 | 2.8
i | 4.7 | 3.8 | -2.6 | CCOc1cc(/C=C\[N+](=O)[O-])ccc1OCC(=O)Nc1ccccc1C | -2.9 | -1.7 | -0.4 | 0.1 | 2.4 | -29.3

The list goes on, overlapping the part above by three compounds.
Neddyl block | SUMO1-SIM PPI | DNMT1 inh | Tb MetRS inh | molecule | Scp1 inh | STEP block | LMPTP block | CendR NRP1 mod | NadD inh | SKN-1 inh
i | 5.7 | -0.6 | -0.5 | CCOC(=O)c1ccc(NC(=O)CNC(=O)c2ccco2)cc1 | -7.3 | 1.1 | -1.6 | -7.4 | -0.2 | 5.4
i | 1.8 | 1.2 | -0.3 | Cn1nnnc1SCC(=O)N1CCOCC1 | -10.8 | -2.5 | -0.8 | -1.9 | 1.4 | 2.8
i | 4.7 | 3.8 | -2.6 | CCOc1cc(/C=C\[N+](=O)[O-])ccc1OCC(=O)Nc1ccccc1C | -2.9 | -1.7 | -0.4 | 0.1 | 2.4 | -29.3
i | -2.3 | 5.0 | -0.1 | Cn1nc(C(=O)NC2CCCc3ccccc32)ccc1=O (centres undefined) | -8.0 | -2.5 | 1.3 | 3.5 | 4.0 | 6.1
i | 5.0 | -2.4 | -0.4 | O=C(CN1C(=O)NC2(CCOc3ccccc32)C1=O)c1cccs1 (centres undefined) | -1.0 | 1.0 | -1.9 | -17.4 | 0.8 | -4.7
i | -2.0 | 0.8 | -0.6 | NNC(=O)c1sccc1OCc1cccc(C(F)(F)F)c1 | 3.4 | 2.0 | 0.2 | 10.4 | 9.0 | -3.0
i | 1.1 | 0.3 | 0.4 | CNC(=O)c1cc(NC(=O)CCn2nc(-c3ccccc3)c3ccccc3c2=O)ccc1OC | -14.2 | -2.8 | -1.6 | 1.4 | 1.7 | -1.5
i | -8.6 | -1.9 | -1.4 | O=[n+]1cc(-c2cccc3ccccc23)n([O-])c2c1CCC2 | -11.9 | -8.1 | -1.3 | 0.6 | -4.4 | -11.4
i | 3.3 | -8.5 | -0.7 | CCOc1ccc(C(C(=O)Nc2ccc(F)cc2)N(C(=O)Cn2nnc3ccccc32)C2CC2)cc1 (centres undefined) | -7.7 | -0.2 | 1.7 | -12.0 | 0.0 | 7.2
i | 8.3 | 0.5 | -0.4 | Cc1ccc(S(=O)(=O)N2CCCN(Cc3nc4ccccc4c(=O)[nH]3)CC2)cc1 | 9.8 | -4.5 | -0.3 | 1.3 | -0.1 | -6.6
i | -1.7 | 0.5 | -1.0 | CC1(c2cc([N+](=O)[O-])cc([N+](=O)[O-])c2)CC(C)(C)N(C(=O)c2ccccc2)c2ccccc21 (centres undefined) | -4.3 | 5.1 | 0.5 | 10.2 | -0.3 | 3.8
i | -0.3 | 7.8 | -0.8 | CC(=O)c1nn(-c2cccc(Br)c2)cc1C(=O)c1ccc(C)cc1 | -11.2 | 0.4 | -0.5 | -6.6 | -5.9 | 11.4
. | -11.5 | -1.0 | -0.6 | COc1cc2cc(C(=O)N3CCN(Cc4ccc5c(c4)OCO5)CC3)c(=O)oc2cc1OC | 14.8 | 8.7 | -1.9 | -10.9 | -3.8 | 5.6
i | -3.9 | -3.8 | -0.5 | NNC(=O)COc1ccc(-c2nccc(-c3ccc(F)cc3)n2)cc1 | 5.2 | -2.3 | 0.6 | 3.4 | 8.9 | 4.9
i | 2.0 | 0.4 | -0.6 | CC(C)NC(=O)CSc1nc2ccccc2n1CC(=O)N1CCc2ccccc21 | -1.1 | 1.5 | -1.0 | -6.8 | -2.2 | 6.5
i | 1.3 | 7.8 | -0.2 | CCCN(C(=O)c1nc2nc(C)cc(C)n2n1)c1c(N)n(Cc2ccccc2)c(=O)[nH]c1=O | -7.9 | -2.8 | -1.3 | -5.5 | -2.4 | 10.8
i | 0.0 | 0.8 | -0.1 | C=CCNC(=O)CN(c1ccc(OC)cc1OC)S(C)(=O)=O | -2.2 | -0.8 | -1.2 | 11.5 | 3.8 | -21.0
i | -11.2 | 0.2 | -0.6 | COc1ccc(N=N/C(=C\O)C(=O)c2ccco2)cc1 | -3.2 | -2.7 | 2.5 | 1.7 | -4.7 | -5.7
. | -0.3 | 4.8 | -0.8 | Cc1cc(C(F)(F)F)c2c(C)nn(-c3ccccc3)c2n1 | -4.3 | 0.7 | 0.7 | 1.3 | -0.8 | 1.4
i | 5.4 | -2.6 | -0.1 | COc1ccc(S(=O)(=O)N(CC(=O)NC2CC3CCC2C3)c2ccccc2OC)cc1 (centres undefined) | -12.4 | -2.1 | 0.9 | 6.6 | -7.1 | -19.2
i | 1.5 | -0.4 | -0.6 | COCCn1c(N)c(C(=O)NS(=O)(=O)c2ccc(C)cc2)c(=O)[nH]c1=O | -5.2 | -0.5 | -1.6 | -1.0 | -4.7 | 10.0
. | -0.1 | -6.2 | -1.2 | CC1CCN(c2oc(-c3ccccc3Cl)nc2C#N)CC1 | -9.8 | 0.4 | 1.4 | 7.5 | 11.5 | 26.9
i | 2.1 | -0.5 | -0.4 | COc1ccc(C(=O)N2CCCC(O)C2)cc1OC1CCN(C(C)C)CC1 (centres undefined) | -5.5 | 4.0 | 0.3 | 0.0 | -1.4 | 5.3

Single records, from the list above. Screens in order: Neddyl block	SUMO1-SIM PPI	DNMT1 inh	Tb MetRS inh	Scp1 inh	STEP block	LMPTP block	CendR NRP1 mod	NadD inh	SKN-1 inh
Cc1cc(C(F)(F)F)c2c(C)nn(-c3ccccc3)c2n1 reads .	-0.3	4.8	-0.8	-4.3	0.7	0.7	1.3	-0.8	1.4
COCCn1c(N)c(C(=O)NS(=O)(=O)c2ccc(C)cc2)c(=O)[nH]c1=O reads i	1.5	-0.4	-0.6	-5.2	-0.5	-1.6	-1.0	-4.7	10.0
O=[n+]1cc(-c2cccc3ccccc23)n([O-])c2c1CCC2 reads i	-8.6	-1.9	-1.4	-11.9	-8.1	-1.3	0.6	-4.4	-11.4
COc1ccc(C(=O)N2CCCC(O)C2)cc1OC1CCN(C(C)C)CC1 (centres undefined) reads i	2.1	-0.5	-0.4	-5.5	4.0	0.3	0.0	-1.4	5.3
CC(C)NC(=O)CSc1nc2ccccc2n1CC(=O)N1CCc2ccccc21 reads i	2.0	0.4	-0.6	-1.1	1.5	-1.0	-6.8	-2.2	6.5
